CHO-K1 Ca PAM – nonselective activator or artifact in parental CHO-K1 calcium assay; activation, % at 3 µM; AID 602247; 0.02% of 360,000 active; ATP EC20, Fluo-8 calcium fluorescence; 0% at ATP EC20, 100% at ATP max;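 active = activation above the run cutoff, the mean activation of all test compounds plus 3 SD, cut at about 40% in these data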;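 also: peak over basal fluorescence ratio in a 140 s read after ATP addition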
TAAR1 antag – antagonists of human TAAR1; Q96RJ0; 1.5% of 360,000 active; CHO RD-HGA16 TAAR1, Fluo-8 calcium fluorescence, antagonist; inhibition, % at 3 µM; AID 624466;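 active = inhibition above a per-plate cutoff, the mean inhibition of test compounds on that plate plus 3 SD, cut at about 49% in these data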;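 also: 0% = DMSO plus EC80 beta-PEA response and 100% = DMSO alone without agonist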
Target sequence (Q96RJ0 whole entry, looked up): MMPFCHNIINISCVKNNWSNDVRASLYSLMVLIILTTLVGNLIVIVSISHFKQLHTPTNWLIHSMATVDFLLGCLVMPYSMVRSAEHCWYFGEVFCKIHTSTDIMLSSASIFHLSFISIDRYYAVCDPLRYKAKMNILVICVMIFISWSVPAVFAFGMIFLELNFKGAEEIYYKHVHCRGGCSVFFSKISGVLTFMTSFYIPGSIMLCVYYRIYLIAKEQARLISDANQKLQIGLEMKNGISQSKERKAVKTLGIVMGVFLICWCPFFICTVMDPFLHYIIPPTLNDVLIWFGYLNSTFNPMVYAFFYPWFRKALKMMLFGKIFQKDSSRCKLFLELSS
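Test system – hTAAR1-expressing CHO RD-HGA16 cells, Gα16-coupled · Reagent – β-PEA at EC80 concentration, post-compound challenge · Compound dosing – 3 µM, single point · Timing – 140 s kinetic read after compound, 140 s after agonist · Detection – Fluo-8 intracellular calcium dye fluorescence, real-time kinetic reads · Control set – DMSO and EC80 PEA controls · Repeats – n of 1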
GPR7 antagonist – human neuropeptides B/W receptor 1 antagonism; GPR7-expressing cells, fluorescence antagonist assay; inhibition, % at 4.4 µM; 1.1% of 290,000 active; AID 1861; in the data active = inhibition above about 16%, passing the limit was not always enough;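 also: cells stimulated with the agonist NPW; 0% = agonist with vehicle and 100% = vehicle without agonist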
Target sequence (P48145 whole entry, looked up): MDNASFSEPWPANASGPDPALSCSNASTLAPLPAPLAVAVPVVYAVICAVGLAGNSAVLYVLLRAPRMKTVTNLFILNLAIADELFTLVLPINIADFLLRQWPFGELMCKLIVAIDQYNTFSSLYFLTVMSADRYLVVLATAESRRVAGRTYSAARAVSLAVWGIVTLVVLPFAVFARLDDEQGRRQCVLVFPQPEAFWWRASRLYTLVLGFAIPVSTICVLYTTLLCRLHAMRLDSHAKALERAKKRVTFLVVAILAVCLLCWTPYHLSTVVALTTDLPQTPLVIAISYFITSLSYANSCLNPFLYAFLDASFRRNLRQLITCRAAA
OXTR potentiator – potentiators of human oxytocin receptor | P30559 | CHO-OTR cells, Fluo-8 calcium fluorescence, potentiator mode; 0% = oxytocin EC15, 100% = EC100 | activation, % at 3 µM | 0.061% of 320,000 active;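 active = activation above that plate's cutoff, the mean activation of tested compounds plus 3 SD, cut at about 6.6% in these data, passing the limit was not always enough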;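 also: 100% uses oxytocin at 75 nM as the full agonist control; some results filed as inactive read as strong as hits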
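Replication – single well per compound, singlicate · Assay system – CHO cell line stably expressing human OTR · Timing – 6 min pre-incubation, 100 s read · Measure – normalized max/min fluorescence ratio, % activation · Doses – 3.0 µM, one dose · Detection – Fluo-8 calcium dye fluorescence · Probe or stimulus – oxytocin near EC15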
CHO parental Ca – signal in parental CHO cells, OX1R antagonist counter-screen; parental CHO-K1, ATP-induced calcium, Fluo-8 fluorescence; inhibition, % at 5.6 µM; 0.63% of 330,000 active;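 active = inhibition above that plate's mean sample inhibition plus 3 SD, cut at about 26% in these data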;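 also: 0% = ATP-challenged DMSO wells and 100% = DMSO wells without ATP; some compounds past the cut are filed as inactive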
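Material: parental CHO cells / Compound: single nominal dose of 5.6 µM per compound / Signal: Fluo-8 fluorescence / Replicates: singlicate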
OXTR ag – activates the human oxytocin receptor; P30559; activation, % at 3 µM; CHO-OTR cells, Fluo-8 calcium fluorescence; normalized: DMSO 0%, oxytocin 100%; AID 2435; 0.32% of 320,000 active;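 active = activation above the mean of all tested compounds plus 3 SD, cutoff set per screening run, cut at about 20% in these data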;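 also: peak over basal fluorescence ratio from a 100 s FLIPR kinetic read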
V1R ag counter – activates human V1a receptor in oxytocin agonist counter-screen; P37288; CHO-V1R cells, Fluo-8 calcium fluorescence, agonist mode; 0% DMSO, 100% 3 nM vasopressin; activation, % at 3 µM; 0.25% of 320,000 active;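 active = activation above the mean activation of all tested compounds plus 3 SD, per screening run, cut at about 20% in these data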;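 also: signal is peak over basal fluorescence ratio across a 100 second FLIPR read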
Target sequence (P37288 whole entry, looked up): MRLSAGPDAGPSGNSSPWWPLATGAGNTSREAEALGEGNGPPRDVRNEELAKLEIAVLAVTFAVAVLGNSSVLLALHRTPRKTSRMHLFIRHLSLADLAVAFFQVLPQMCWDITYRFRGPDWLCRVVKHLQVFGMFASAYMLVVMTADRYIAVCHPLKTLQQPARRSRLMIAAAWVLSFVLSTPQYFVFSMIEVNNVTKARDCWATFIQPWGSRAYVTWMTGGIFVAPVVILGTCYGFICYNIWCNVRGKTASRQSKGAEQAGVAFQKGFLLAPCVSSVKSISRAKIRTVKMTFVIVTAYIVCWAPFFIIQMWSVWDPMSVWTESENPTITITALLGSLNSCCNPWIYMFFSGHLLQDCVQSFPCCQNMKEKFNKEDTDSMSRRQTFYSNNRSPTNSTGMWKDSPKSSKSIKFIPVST
CHO-K1 Ca ag – M1 agonist counterscreen hit in parental CHO-K1 cells; Fluo-8 calcium fluorescence; scaled to maximal ATP response, vehicle zero; 0.48% of 360,000 active; activation, % at 3 µM; AID 602248; in the data active = activation above about 15%;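 also: untransfected CHO-K1 host cells lacking M1 receptor as counterscreen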
CHO-K1 Ca antag – nonselective inhibitor or artifact in parental CHO-K1 cells; ATP-induced calcium, Fluo-8 fluorescence; inhibition, % at 3 µM; 0.6% of 360,000 active; AID 602250;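 active = inhibition above a per-plate cutoff, the plate's mean sample inhibition plus 3 SD, cut at about 24% in these data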;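 also: 0% = DMSO plus EC80 ATP and 100% = DMSO alone without ATP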
Starred values were filed as active, the others as inactive; nt = not tested or not shown.

Molecule | CHO-K1 Ca PAM | TAAR1 antag | GPR7 antagonist | OXTR potentiator | CHO parental Ca | OXTR ag | V1R ag counter | CHO-K1 Ca ag | CHO-K1 Ca antag
CC(=O)c1cccc(-c2ccnc3c2CC(C(=O)NCc2cccs2)O3)c1 (stereo unspecified) | -12 | -8 | nt | nt | nt | nt | nt | 1.9 | 11
O=Cc1c(NCc2ccco2)nc2ccccn2c1=O | 5 | -12 | 4 | -14 | 0 | 0.0 | 0.1 | 3.2 | -9
Cc1cc(C)[n+]2[nH]c(N)c(N=Nc3ccccc3)c2n1 | 19 | -5 | -6 | 0 | -12 | -1.3 | -0.4 | 0.4 | -4
CC(=O)Nc1ccc(-c2ccnc3c2CC(C(=O)NCc2ccc(N4CCN(C)CC4)cc2)O3)cc1 (stereo unspecified) | 9 | -21 | nt | nt | nt | nt | nt | 0.8 | -9
Cc1cccc(N2CCN(C(=O)CCCn3c(=S)[nH]c4cc5c(cc4c3=O)OCO5)CC2)c1C | -6 | -5 | -18 | -7 | -13 | -1.4 | 0.6 | -0.2 | 19
C#CCOCCOCCOCCNc1nc(N2CCN(C(=O)[C@H](CCCCN)n3cc([C@@H](N)CC(N)=O)nn3)CC2)nc(N2CCN(C(=O)[C@H](CCCCN)n3cc([C@@H](N)CC(N)=O)nn3)CC2)n1 | -17 | -5 | nt | -1 | -4 | 1.4 | 1.4 | -0.1 | 5
Cc1ccc(C)c(S(=O)(=O)N2CCN(C(=O)C(C)Sc3ccccc3)CC2)c1 (stereo unspecified) | 10 | 2 | 10 | -11 | -17 | 2.3 | 5.1 | 4.9 | -3
CCOC(=O)C[N+]1(C)CCN(C(C)=O)CC1 | 6 | -22 | -4 | 1 | -8 | 0.3 | 0.7 | 12 | -3
O=C(NC1CCCC1)c1ccc(CS(=O)(=O)c2ccc(Cl)cc2)o1 | 9 | -15 | -9 | -12 | -13 | 1.2 | 1.0 | 13 | -6
COc1ccc(NC(=O)c2[nH]c(C)c(C(C)=O)c2C)cc1S(=O)(=O)Nc1ccc(Br)cc1 | 4 | 1 | -2 | -1 | 3 | 1.8 | 0.5 | 1.2 | 5
Cc1ccc(S(=O)(=O)n2nc(C)cc2C)cc1 | 20 | 17 | 1 | -1 | 1 | -1.0 | -1.4 | 0.5 | -5
Cc1ccccc1NC(=O)COC(=O)CCc1nc2ccccc2c(=O)[nH]1 | 21 | -10 | -13 | -1 | -21 | 0.4 | -0.3 | 1.7 | -10
CN(C(=O)COC(=O)c1cncc(Br)c1)C1CCS(=O)(=O)C1 (stereo unspecified) | 3 | 22 | -1 | -7 | 1 | -0.7 | -0.8 | 1.6 | -15
COc1ccc(CNC(=O)CN(c2ccccc2)S(=O)(=O)c2ccccc2[N+](=O)[O-])cc1 | 6 | 11 | 10 | -28 | 2 | 2.9 | 4.6 | 2.6 | -15
COc1ccc(C(=O)NNC(=O)C2(C)CC2(Br)Br)cc1 (stereo unspecified) | 16 | -7 | -5 | -5 | -22 | -0.3 | 1.3 | 1.8 | -9
CC(C)Nc1nc(Oc2ccc(Cl)cc2Cl)cc(C(F)(F)F)n1 | 5 | 4 | 0 | -1 | -4 | 1.7 | -0.2 | -0.3 | 4
CC(C)SCc1nc2ccccc2[nH]1 | 19 | -1 | -8 | -7 | -11 | 1.1 | 0.7 | 0.2 | -15
Cc1ccc(NNC(=O)C2CCC2)cc1C | 8 | 5 | -1 | 1 | -8 | -0.3 | 0.8 | 0.2 | -5
Cn1ncc(Cl)c1C(=O)N1CCN(c2cccc(Cl)c2)CC1 | 0 | -5 | 3 | -4 | -10 | 5.1 | 9.0 | 2.6 | -10
N#CC1C(C#N)N2CCCN2C1c1ccc(Br)cc1 (stereo unspecified) | 3 | -12 | -6 | -6 | -16 | -0.5 | 0.1 | 0.2 | -2
Cc1c(-c2ccc(F)cc2)[n+](=O)c2c(n1[O-])CCCCC2 | 2 | -30 | -7 | -13 | 1 | -0.1 | 1.2 | 0.2 | 23
Cc1ccc(/C=N/N=C/c2ccc(C)s2)s1 | 16 | -40 | -11 | 0 | -5 | -1.6 | 0.7 | 0.2 | -2
Cc1[nH]n2c(=O)c3c(nc2c1-c1ccccc1)CCC3 | 16 | 7 | -12 | -4 | -15 | -1.0 | 0.1 | -0.4 | -9
O=C(NCc1ccccc1)C1CCC(=O)N(CC2CCCCC2)C1 (stereo unspecified) | 24 | -13 | -17 | -6 | -16 | 0.6 | 0.5 | 1.9 | -15
Cc1[nH]c2ccccc2c1C(=O)CSc1ccc(F)cc1 | 21 | 4 | -5 | -12 | -8 | 0.4 | 2.5 | 3.0 | -6
Cc1ccccc1NC(=O)CCCCC(=O)Nc1ccccc1C | 2 | 2 | -12 | 8 | -4 | -0.7 | 0.4 | 0.2 | 1
Cc1nn(CC(=O)c2ccc3c(c2)OCCO3)c(=O)c(C#N)c1C | 11 | -10 | nt | -3 | -11 | 0.3 | 0.6 | 0.4 | -20
COc1ccc(NC2CCCN(C(=O)c3ccccc3-c3ncc[nH]3)C2)cc1 (stereo unspecified) | 17 | -13 | nt | nt | nt | nt | nt | 0.2 | -12
COc1ccc2[nH]c(C)c(C(=O)CN(C)CC3OCCO3)c2c1 | nt | -3 | -13 | 1 | -12 | -0.3 | -0.1 | nt | nt
COC(=O)c1cccc(NC(=O)CCCOc2ccccc2)c1 | 1 | 12 | 0 | -11 | -12 | -0.9 | -0.2 | 0.2 | -4

Shown with values under each structure: entries from further up.
Values run as follows: CHO-K1 Ca PAM | TAAR1 antag | GPR7 antagonist | OXTR potentiator | CHO parental Ca | OXTR ag | V1R ag counter | CHO-K1 Ca ag | CHO-K1 Ca antag
> N#CC1C(C#N)N2CCCN2C1c1ccc(Br)cc1 (stereo unspecified)
 : 3 | -12 | -6 | -6 | -16 | -0.5 | 0.1 | 0.2 | -2
> CN(C(=O)COC(=O)c1cncc(Br)c1)C1CCS(=O)(=O)C1 (stereo unspecified)
 : 3 | 22 | -1 | -7 | 1 | -0.7 | -0.8 | 1.6 | -15

(more compounds)
Molecule | CHO-K1 Ca PAM | TAAR1 antag | GPR7 antagonist | OXTR potentiator | CHO parental Ca | OXTR ag | V1R ag counter | CHO-K1 Ca ag | CHO-K1 Ca antag
CC1CCC(NC(=O)CN2CCN(S(=O)(=O)c3ccc(Br)s3)CC2)CC1 (stereo unspecified) | 2 | -17 | nt | nt | nt | nt | nt | 1.6 | -2
O=C(C=Cc1ccco1)c1cc(Cl)ccc1O | 6 | -31 | nt | nt | nt | nt | nt | 0.0 | -6
O=S(=O)(/C=C/c1ccccc1)N1CCN(Cc2ccccc2)CC1 | -7 | 4 | -2 | -3 | -11 | -1.0 | -1.1 | 0.7 | -3
Cc1ccccc1N1CCN(C(=O)[C@@H]2CCCN2C2=NS(=O)(=O)c3ccccc32)CC1 | 9 | 12 | nt | -2 | -14 | -1.4 | 1.4 | 1.7 | -9
CN1CCN(C(=O)C2=C[C@H](c3ccc(C(F)(F)F)cc3)C[C@H](OCCCCO)O2)CC1 | 16 | 11 | nt | -6 | -10 | 0.8 | 0.9 | 0.6 | -14
CC1=C(C(=O)NC2CCCC(C)C2C)C2(CCCCC2)OC1=O (stereo unspecified) | 13 | -14 | 0 | 0 | -12 | -1.0 | -1.1 | 0.4 | -8
Cc1cccc(Nc2nc(N)c([N+](=O)[O-])c(N3CCC(C)CC3)n2)c1 | 31 | 4 | -17 | -8 | -38 | -2.9 | -0.5 | 1.6 | -17
CC(C)(O)c1cc(=O)sc2nc3ccccc3n12 | 3 | 5 | -7 | 2 | -5 | 0.4 | 0.2 | 0.5 | 9
O=C1c2cccc3c(N4CCCCC4)ccc(c23)C(=O)N1c1cccc(O)c1 | -1 | 79* | -1 | -13 | 56* | 33* | 40* | 30* | 23
COc1cccc(-c2cc3nc4c(c(N5CCC6(CC5)OCCO6)n3n2)CCCC4)c1 | -18 | 21 | -23 | -9 | -39 | -0.6 | -0.6 | 0.7 | 21
O=C(CC(C(=O)O)c1c[nH]c2ccccc12)c1ccccc1 (stereo unspecified) | 14 | -6 | -3 | -21 | 1 | -0.4 | 0.8 | 0.4 | -5
CCn1cc(C(=O)Nc2ccc(C)cc2[N+](=O)[O-])c(C)n1 | 7 | -6 | nt | 0 | -8 | -2.0 | -0.9 | -0.7 | -4
CC(=O)c1ccc(N2CCN(C(=O)/C=C/c3ccc(S(=O)(=O)NCc4ccco4)cc3)CC2)cc1 | -3 | 16 | 0 | -28 | 2 | 2.2 | 5.0 | 10 | 5
COC(=O)c1ccccc1OC(=O)c1cc2ccccc2oc1=O | 2 | -16 | 10 | -9 | -7 | -1.2 | -0.1 | 0.9 | 5
COc1ccc2c(=O)c(C(=O)NCc3ccccc3)c[nH]c2c1 | 3 | 0 | 9 | -11 | -13 | -0.6 | 3.0 | 1.1 | -2
CCCn1c(=O)c2ccccc2n2c(SCC(=O)c3ccc(CC)cc3)nnc12 | 3 | -1 | -11 | -9 | -20 | -0.5 | 0.2 | 0.4 | -11
O=C(Nc1ccnn1C1CCN(C(=O)c2cc(Cl)ccc2F)CC1)C1CCOC1 (stereo unspecified) | -13 | -10 | 6 | -9 | -5 | 0.3 | 0.6 | -0.1 | 9
C[C@@H]1CN([C@H](C)CO)C(=O)c2cc(NC(=O)Cc3cn(C)c4ccccc34)ccc2O[C@H]1CN(C)C(=O)Nc1ccc2c(c1)OCO2 | 14 | 2 | nt | -6 | 9 | 0.7 | 1.6 | 1.1 | -4
Cc1c(Br)c(=O)[nH]c(=O)n1COCc1ccccc1 | 17 | -5 | 7 | -2 | -13 | 1.0 | 5.4 | 0.8 | -1
COc1ccc(CN2C(=O)c3cccnc3C2=O)cc1S(=O)(=O)N1CC(C)CC(C)C1 (stereo unspecified) | 10 | 15 | -5 | -2 | -27 | -0.8 | 0.3 | 1.0 | -20
CCOc1ccc(C(C)=O)cc1COC(=O)C1=COCCO1 | 13 | 15 | -6 | -15 | -14 | 0.0 | -0.5 | 0.6 | -8
COc1ccc(NC(=S)N2CCN(C/C=C/c3ccccc3)CC2)c(OC)c1 | 7 | -8 | -11 | 2 | -4 | -0.1 | 1.3 | 0.4 | -9
O=C(NCCC1CCCCN1S(=O)(=O)c1ccccc1)C(=O)NCc1ccco1 (stereo unspecified) | 0 | -41 | nt | -4 | -11 | -0.5 | -1.1 | -0.3 | -2
COCCCN=CC1=C(O)CC(c2ccccc2)CC1=O (stereo unspecified) | 4 | 2 | -6 | -14 | -21 | 0.4 | 0.9 | 3.5 | -8
Cc1cccc(N2CC(C(=O)Nc3nnc(SCc4cccnc4)s3)CC2=O)c1 (stereo unspecified) | 19 | -4 | -13 | 2 | -18 | 0.3 | 0.6 | 1.7 | -11
COc1ccc(-c2cc(C(=O)NCCN3CCOCC3)c3ccccc3n2)c(OC)c1 | 16 | 8 | -9 | -12 | -9 | -0.4 | 0.6 | 2.4 | -6

From PubChem BioAssay
